MT1-MMP act inh – blockers of MT1-MMP proenzyme processing, primary screen, HT1080 RFP-PRO-GFP cells, GFP/RFP fluorescence | GFP/RFP ratio fluorescence, overnight; percent of plate control window, DMSO zero | GFP/RFP ratio change, % at 20 µM | actives 0.061% (n = 360,000);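 active = GFP/RFP ratio change of at least 30% with cell ATP level not reduced by more than half and red fluorescence within 50% of control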; note: strong numbers were not always called active
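Material: RFP-PRO-GFP reporter HT1080 cells. Dosing: single-point 20 µM compound, 1% DMSO. Controls: DMSO and RFP-L50D-GFP cell wells. Timing: cells overnight before dosing, compound overnight, 37 °C, 5% CO2. Measure: GFP/RFP fluorescence ratio.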
NRP1-CendR mod – modulators of CendR peptide binding to NRP-1, primary screen, biochemical, fluorescence polarization, uHTS | AID 602438, 2012 | inhibition, % at 25 µM | Neuropilin-1 (Homo sapiens), O14786 | actives 0.85% (n = 360,000) | FAM-RPARPAR peptide binding to NRP-1;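 active = inhibition or corrected inhibition above about 18%, plus a signal ratio from 0.5 to 1.5, limit read from the data, passing the limit was not always enough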; note: strong numbers were not always called active
SKN-1 block – suppressors of acrylamide-induced Pgst-4::GFP reporter in worms, primary screen, SKN-1 inhibitor project, whole organism, uHTS, GFP/RFP fluorescence ratio, strain VP596; C. elegans VP596 Pgst-4::GFP/RFP ratio, 24 h; inhibition, % at 21.8 µM; actives 0.49% (n = 360,000); AID 624304, 2012;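 active = interference check ratio from 0.5 to 1.5 plus GFP to RFP signal ratio inhibition reaching or exceeding a fixed threshold, cut at about 30% in these data, passing the limit was not always enough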; note: some compounds called inactive have numbers as strong as hits
Rin1 Abl inh – inhibitors of Rin1-Abl protein binding, primary screen, biochemical, TR-FRET | Tyrosine-protein kinase ABL1 (Homo sapiens) + Ras and Rab interactor 1 (Homo sapiens), … | inhibition, % at 7.35 µM | actives 0.4% (n = 360,000) | AID 588664, 2011; in the data active = inhibition above about 5%, passing the limit was not always enough
Neddylation inh – inhibitors of cullin neddylation, primary screen, biochemical, TR-FRET, uHTS, NAE and Ubc12; NEDD8-conjugating enzyme Ubc12 (Homo sapiens) + NEDD8-activating enzyme E1 regulatory …; calls only at 25 µM; actives 0.58% (n = 360,000); AID 651699, 2012; in the data active = inhibition above about 36%
Target sequence (P61081 whole entry, looked up): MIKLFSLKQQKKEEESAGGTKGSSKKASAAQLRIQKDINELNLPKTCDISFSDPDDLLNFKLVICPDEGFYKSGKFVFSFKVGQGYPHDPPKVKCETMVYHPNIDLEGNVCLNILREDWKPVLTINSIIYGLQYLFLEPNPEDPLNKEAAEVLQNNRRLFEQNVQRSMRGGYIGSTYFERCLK
Target sequence (Q13564 whole entry, looked up): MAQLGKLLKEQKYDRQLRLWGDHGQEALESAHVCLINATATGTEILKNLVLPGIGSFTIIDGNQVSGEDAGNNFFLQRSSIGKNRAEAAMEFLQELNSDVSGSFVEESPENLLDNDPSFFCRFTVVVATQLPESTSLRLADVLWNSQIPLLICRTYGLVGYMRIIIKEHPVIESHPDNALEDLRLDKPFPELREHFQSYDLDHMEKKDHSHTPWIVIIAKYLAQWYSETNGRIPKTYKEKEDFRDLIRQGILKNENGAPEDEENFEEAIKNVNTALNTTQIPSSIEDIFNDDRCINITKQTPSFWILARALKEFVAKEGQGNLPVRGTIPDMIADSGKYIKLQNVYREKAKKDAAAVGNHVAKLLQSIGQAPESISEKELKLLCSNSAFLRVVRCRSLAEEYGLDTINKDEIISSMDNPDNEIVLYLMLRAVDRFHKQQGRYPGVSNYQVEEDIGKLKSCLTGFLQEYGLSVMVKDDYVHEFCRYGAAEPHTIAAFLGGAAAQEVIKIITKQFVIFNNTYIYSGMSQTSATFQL
MsrA act – bovine MsrA enzyme activators, primary screen, biochemical, absorbance, HTS; Methionine sulfoxide reductase A (Bos taurus); purified bovine MsrA, absorbance read-out; activation, % at 10.6 µM; actives 0.3% (n = 360,000); AID 602163, 2012; in the data active = activation above about 7.5%;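 note: 0% = vehicle and 100% = reference activator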
E coli Lon inh – inhibitors of E. coli Lon protease, primary screen, biochemical, fluorescence polarization | actives 0.42% (n = 360,000) | inhibition, % at 7.94 µM | P0A9M0 | purified E. coli Lon protease; in the data active = inhibition above about 13%, passing the limit was not always enough;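 note: 0% = enzyme with probe and DMSO and 100% = no enzyme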
MLLE-PAM2 inh – inhibitors of PABP1 MLLE–PAM2 peptide binding, primary screen, biochemical, fluorescence polarization, FITC-PAM2, GST-MLLE; Polyadenylate-binding protein 1 (Homo sapiens), P11940; inhibition, % at 20 µM; actives 0.36% (n = 360,000); in the data active = inhibition above about 35%, passing the limit was not always enough;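 note: plate controls were DMSO wells with GST-MLLE for no effect and wells lacking GST-MLLE protein for full effect; some results filed as inactive read as strong as hits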
FAS-TE inh – FAS thioesterase domain inhibitors, primary screen, biochemical, fluorescence intensity, uHTS | Fatty acid synthase (Homo sapiens), P49327 | recombinant FAS-TE, OMFH fluorogenic substrate, fluorescence endpoint | inhibition, % at 15 µM | actives 0.67% (n = 360,000) | AID 602261, 2012;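 active = compounds whose normalised, plate-corrected inhibition of enzyme fluorescence in the single-dose primary screen is 50% or more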;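 note: 0% = DMSO with enzyme and 100% = substrate without enzyme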
* = called active by the depositor; i = inactive; . = no result given.

SMILES	MT1-MMP act inh	NRP1-CendR mod	SKN-1 block	Rin1 Abl inh	Neddylation inh	MsrA act	E coli Lon inh	MLLE-PAM2 inh	FAS-TE inh
CCn1c(SCC(=O)NC(=O)c2ccccc2OC)nc2ccccc21	1	5	17	0	i	-2	-6	-12	0
O=C(c1ccc(-n2ccnc2)cc1)N1CCCC(CO)(Cc2cccc(Cl)c2)C1 (configuration not stated)	3	6	7	3	i	-3	-3	4	-1
CCOC(=O)c1csc(NC(=O)CCS(=O)(=O)c2ccc(Cl)cc2)n1	-2	0	7	-5	i	-6	-2	19	-8
Cc1cc(C)n2c3c(c(C#N)c2n1)CC(C)(C)OC3	-1	11	-13	-1	.	-10	-12	6	-11
C=C(C)CNC(=O)CCc1nnc(Cc2cccc(C(F)(F)F)c2)o1	-2	4	13	-1	i	-2	4	-2	2
O=C(c1ccc2c(c1)OCO2)C1CCCN(Cc2cc(F)ccc2-n2cccn2)C1 (configuration not stated)	2	14	16	-2	i	-3	0	3	0
Fc1ccc(-c2nnc(SCc3cccnc3)o2)cc1	2	2	-2	0	i	-4	-6	-123	0
CC(C)c1ccc(NC(=S)NNc2ccc(Cl)c(C(=O)O)c2)cc1	5	-14	-5	0	i	1	-9	4	-3
CCOC(=O)C1CCCN(C(=O)c2ccc(-c3ccccc3Cl)o2)C1 (configuration not stated)	-1	5	3	1	i	-2	-12	13	13
CC(=C/c1ccccc1)/C=N/NC(=O)c1ccc2nc[nH]c2c1	3	-8	-1	-1	i	-7	2	25	-12
CCCCNCc1cc(OC)c(OCC(N)=O)cc1Br	-1	9	4	2	i	0	-1	0	-8
CCOc1ccccc1NC(=O)CC1NCCNC1=O (configuration not stated)	-3	4	-8	0	i	-2	-2	-2	-5
CNC(=S)NNc1nc(-c2ccccc2)c2cc(Cl)ccc2n1	-4	3	4	-1	i	-6	10	-93	2
O=S(=O)(c1ccccc1)c1nc(-c2ccco2)oc1NCCCN1CCOCC1	0	-4	-10	-1	i	-3	7	8	-5
O=C(c1cc(COc2cccc(C(F)(F)F)c2)on1)N1C[C@@H]2CCC[C@H]1C2	0	4	32	5	i	2	-8	12	56*
Cc1cccc(Nc2nnc(SCC3CCCCO3)s2)c1C (configuration not stated)	4	8	-7	0	i	3	9	9	-12
O=S(=O)(/N=C(/c1ccccc1Cl)N1CCOCC1)c1ccccc1	2	-1	-10	3	i	-3	-9	17	-10
CC(C)NC(=O)COc1ccccc1C#N	0	1	-3	-1	i	-1	0	5	-2
Cc1ccc(S(=O)(=O)NCC(=O)N(c2ccccc2)C(C(=O)NCc2ccccc2)c2ccco2)cc1 (configuration not stated)	0	29*	0	3	i	-10	4	9	16
COc1ccc(OCc2cc(C(=O)N(C)Cc3nnc(C)o3)no2)c(Cl)c1	0	7	-3	2	i	1	-11	3	-6
CCc1ccc(C2NC(=S)NC3=C2C(=O)CCC3)cc1 (configuration not stated)	1	-2	1	-1	i	-4	0	-130	-10
Cc1csc(NC(=O)c2cccc(S(=O)(=O)N3CCCCC3)c2)n1	2	-14	-3	2	i	-13	-1	0	-5
CCN(CCCNC(=O)CN1C(=O)COc2ccccc21)c1ccccc1	-4	8	10	4	i	-3	-7	-7	-2
COc1ccc(N2C(=O)CC(N3CCN(S(=O)(=O)c4c(F)cccc4F)CC3)C2=O)cc1OC (configuration not stated)	-1	3	-20	0	i	-1	-2	-10	-7
CCc1ccc2c(c1)C(c1ccc([N+](=O)[O-])cc1)=NNC(c1ccccc1)=N2	1	14	13	-2	i	-3	2	12	12
COc1cccc(N2CCN(C(=O)C3CCCN(c4ncnc5c4nc4n5CCCCC4)C3)CC2)c1 (configuration not stated)	4	4	-3	-1	i	-4	12	2	8
Cc1ccc(S(=O)(=O)NC(C)C(=O)N2CCOCCOCCOCCOCC2)cc1 (configuration not stated)	4	2	-16	-1	i	0	4	-10	-8
CCc1cc(=O)oc2c(CN3CCCC3)c(O)c(Cl)cc12	1	1	-4	-4	.	-10	-3	5	-6
O=C(N/N=C/c1ccco1)c1cccc(N2Cc3ccccc3C2)c1	-4	-29	14	0	i	2	-9	-2	2
CCOC(=O)c1cccc(P(=O)(C(C)(C)C)C(C)(C)C)c1	-2	-10	1	2	i	-3	-3	0	-11
Cc1ccc(-c2csc3ncnc(N4CCN(C(=O)c5ccccc5)CC4)c23)cc1	-8	-8	0	-5	i	0	0	2	10
Cc1ccc(S(=O)(=O)N2CCC(C(=O)OC(C)C(=O)NC(N)=O)CC2)cc1C (configuration not stated)	-5	6	-1	0	i	-2	-5	-1	-6
O=C(O)c1cnc(-c2ccccc2)nc1Sc1ccccc1Cl	2	-16	12	0	i	-2	2	0	8
c1cncc(-c2nc(-c3ccco3)cs2)c1	0	-9	3	0	i	-11	-11	21	-4
C#CCOCCOCCOCCNc1nc(N2CCN(C(=O)Cn3cc(CC(C)O)nn3)CC2)nc(N2CCN(C(=O)[C@H](C)n3cc(CCC(=O)O)nn3)CC2)n1 (some centres not stated)	-3	6	0	1	i	-3	-9	20	-11
CCc1cc(C(=O)Nc2cc(S(=O)(=O)N(CC)CC)ccc2N2CCOCC2)sc1C	-5	12	2	-3	i	3	5	-80	21
CCCCC(C(=O)O)C(C)CC(=O)Nc1ccn(-c2ccccc2)n1 (configuration not stated)	3	45*	1	3	i	-1	-5	4	-3
CCn1c(SCC(=O)Nc2ccc3c(c2)OCO3)nnc1C1CC1	1	-2	5	-1	i	-3	-2	6	-3
Cc1cccc(C)c1NC(=O)NC1(C(=O)NCCCN2CCOCC2)CCCCC1	4	-18	-2	-2	i	-2	-5	-13	-4
O=C(Cc1ccccc1)N[C@@H](Cc1ccccc1)c1nc2ccccc2[nH]1	2	-9	-17	4	i	-4	-5	0	-5
O=C(NCCCc1ccccc1)Nc1ccccc1	1	9	1	-1	i	-3	1	12	-6
CCN(C(=O)COC(=O)CNC(=O)c1cccc(C)c1)c1c(N)n(Cc2ccccc2)c(=O)[nH]c1=O	1	-3	-7	3	i	-3	-7	-5	-4
CC1CCN(c2ccccc2NC(=O)c2ccc(C#N)cc2F)CC1	-4	-13	-5	3	i	-14	2	-15	15
C/C(=N\NC(=O)CNc1ccccc1)c1ccccc1	0	6	-8	-1	i	-1	-13	-5	1
Cn1c(=O)c2c(nc(N3CCOCC3)n2C/C=C/c2ccccc2)n(C)c1=O	0	2	10	-2	i	-1	-1	2	-3
CCCCNC(=O)CNC(=S)N(CCCN1CCOCC1)Cc1cccs1	0	-8	4	-1	i	-7	1	-136	-11
Cn1ccnc1SCc1cc(=O)[nH]c2ccccc12	3	-14	9	-1	i	-5	-6	16	-9
Cn1c(N)c(C(=O)COC(=O)CCOc2ccc(C(C)(C)C)cc2)c(=O)n(C)c1=O	-2	11	-1	-2	i	-1	10	5	-35
CNS(=O)(=O)c1cc(N(C)S(=O)(=O)c2ccc(C)cc2)c(C)cc1C	-1	5	-12	5	i	-11	11	16	0
Cc1ccccc1NC(=O)COC(=O)CNC(=O)c1sc2ccccc2c1Cl	-9	-9	4	-3	i	-3	-1	2	-6

Screening data (PubChem BioAssay)
